Pf Dd2 growth: inhibitors of Plasmodium falciparum Dd2 growth; P. falciparum Dd2 growth, SYBR Green, 72 h; Potency, µM (titrated, usually from 28.9 µM), inactives show at the highest dose activity, negative = inhibition, actives largely listed as inhibitors; 4.3% of 120,000 active; AID 1347417; active = well fitted inhibition curve with a large enough effect; inconclusive = small, poorly fitted or top-dose-only effect; inactive = no such curve, though single readings can be large or run the other way;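 also: plate controls were DMSO vehicle for no effect and reference drug for full effect; nearly all actives have a fitted effect of over 65% in size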
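Readout: SYBR Green fluorescence, 485 nm excitation, 535 nm emission, after ~16 h lysis at 37C. Before that, Dd2-infected red cells (2.5% hematocrit) grew 72 h with compound, 29 uM top final concentration.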
The depositor's hits bear a star; i = inactive; ? = inconclusive; & = joins results of further samples; [ ] = another dose, or the depositor's remark. Potency is read from the fitted curve at half-maximal effect. This is a subset; count on the stated rates, not on these rows.

SMILES | Pf Dd2 growth
CCOc1cccc(C(=O)Nc2cc(-c3ccc(C)cc3)no2)c1 | -0.7%
O=C(C1CC1)N1C[C@@H](F)[C@@H](OCc2nc3ccccc3[nH]2)C1 | 1.3%[44.1 µM]
O=C1N(Cc2cccc(F)c2F)CCCC1(O)CN1CCN(CC2CCC2)CC1 (stereo unspecified) | -23.9%
COCC(=O)NC[C@H]1CCN(Cc2ccccc2OC)C[C@H]1N(C)C | -15.3%
O=C(c1ccccn1)N1CCC(Cc2nncn2-c2ccccc2)CC1 | 2.8%
Cc1nn(C(=O)CCC(=O)N2CCC(Cc3nncn3-c3ccccc3)CC2)c2ccccc12 | -26.2%
Cc1ccsc1C(=O)N1CCC2(CC1)NC(=O)N(c1ccc(F)cc1)N2 | -23.4%
COc1ccccc1CN1C[C@@H](CO)[C@H](c2ccncc2)C1 | ?
O=C(NCCOc1ccccc1)c1nc2c(o1)CCN(Cc1ccc3[nH]ccc3c1)CC2 | ?
c1cc(-c2ccnc3nc(C4CCC4)nn23)ccn1 | -15.0%
Cc1nc(N2CCN(C(=O)COc3ccc(F)cc3)CC2)cc(C(F)(F)F)n1 | ?
NS(=O)(=O)c1ccc(CCNc2ncnc3c2cnn3-c2cccc(Cl)c2)cc1 | 16.2%
O=C1NC2(CCN(Cc3ccccn3)CC2)COc2ccccc21 | ?
CN1CCC(NC(=O)c2n[nH]c3c2CN(C(=O)c2cc(F)cc(F)c2)CC3)CC1 | 26.7%
CCOc1ccc(C(=O)NC2CCCN(c3cc(-c4ccc(F)cc4)[nH]n3)C2)cc1 (stereo unspecified) | ?
Cc1ccc(OCC(=O)c2ccc3c(c2)N(CC(=O)NC2CCCCC2)C(=O)CO3)c(Cl)c1 | i
O=C(c1ccccc1F)N1CCn2c(nnc2[C@@H]2C[C@@H](O)CN2Cc2ccccc2)C1 | 5.8%
Cc1ccc(OCC(=O)Nc2ccc(Cl)cc2C(=O)c2ccccc2)c(Br)c1 | i
CCC(=O)N1CCc2cc(Br)cc(S(=O)(=O)N3CCC(C(=O)Nc4ccc(OC)cc4)CC3)c21 | -27.3%
O=C(NC1CCCCC1)O[C@@H]1CO[C@H]2[C@@H]1OC[C@@H]2NC(=O)c1ccccc1 | -8.8%[44.1 µM]

Compounds shown so far containing a Cl atom (3):
SMILES | Pf Dd2 growth
NS(=O)(=O)c1ccc(CCNc2ncnc3c2cnn3-c2cccc(Cl)c2)cc1 | 16.2%
Cc1ccc(OCC(=O)c2ccc3c(c2)N(CC(=O)NC2CCCCC2)C(=O)CO3)c(Cl)c1 | i
Cc1ccc(OCC(=O)Nc2ccc(Cl)cc2C(=O)c2ccccc2)c(Br)c1 | i

(more compounds)
SMILES | Pf Dd2 growth
CC(=O)N1CCCC(Cc2ncc(C)n2C(C)C)C1 (stereo unspecified) | -25.4%
COc1ccccc1C(=O)N1CC[C@H]2COC(=O)N2c2cc(F)ccc2C1 | 1.3%[44.1 µM]
COCC(=O)N1CCC(Oc2nccnc2N2CCc3ccccc32)C1 (stereo unspecified) | ?
CC(C)c1ccc(NC(=O)c2cnn3c(C(F)F)cc(-c4ccccc4)nc23)cc1 | 5.01µM*
CC1Oc2ccc(NC(=O)c3ccccc3)cc2CN(Cc2ccc(Cl)cc2)C1=O (stereo unspecified) | i
COc1cccc(CC(=O)N2CCC3(CC2)CN(c2ncccn2)CC3CO)c1 (stereo unspecified) | -17.7%
COc1ccc(C(=O)Oc2cc(-c3ccc4c(c3)OCO4)cc(=O)c3c(C)oc(C)c23)cc1 | ?
COc1ccc(-c2nc3n(n2)C(c2ccc(OC)c(OC)c2)C(C(=O)Nc2cccnc2)=C(C)N3)cc1 (stereo unspecified) | 37.3%
O=C(c1cn[nH]c1)N1CCC(c2nc(CCOCC3CC3)no2)C1 (stereo unspecified) | ?
O=C(Cn1c(SCC(=O)Nc2ccc(F)cc2)nc2ccccc21)NCc1ccccc1Cl | i
CC(NC(=O)c1cccc2c1CCN2C(=O)Nc1ccccc1)c1cccnc1 (stereo unspecified) | -12.6%
COc1ccccc1C(=O)N[C@H]1[C@H](O)[C@H](O)C[C@@H]1c1cccnc1 | ?
O=C(CN(CCc1ccccc1)S(=O)(=O)c1ccccc1)NCc1ccc(Cl)cc1 | ?
Cc1c(C(=O)NCc2ccccc2)sc2nc[nH]c(=O)c12 | 27.2%
Cc1ccc(CNC(=O)[C@H]2CCC[C@H]2NC(=O)c2cnc(C)cn2)cc1 | -16.6%
COCCNC(=O)c1nc(-c2c(C)cccc2C)c2ccccn12 | -3.1%[44.1 µM]
CCOC(=O)c1cccc(NC(=O)c2ccc3c(c2)N(C)C2CCCCN2C3=O)c1 (stereo unspecified) | ?
CC(=O)c1ccc(S(=O)(=O)Nc2ccc(-c3cn4c(C)csc4n3)cc2)cc1 | 30.0%
O=C1Cc2c(-c3ccccc3)n[nH]c2CN1CCOc1ccccc1 | -21.4%[44.1 µM]
O=C(c1ccccc1F)N1CCC(c2nn(-c3ccc(F)cc3)c(=O)[nH]2)CC1 | -13.7%

Some of the entries so far, as labelled records.
SMILES: COCCNC(=O)c1nc(-c2c(C)cccc2C)c2ccccn12
  Pf Dd2 growth: -3.1%[44.1 µM]
SMILES: CCOC(=O)c1cccc(NC(=O)c2ccc3c(c2)N(C)C2CCCCN2C3=O)c1 (stereo unspecified)
  Pf Dd2 growth: ?
SMILES: CC(=O)c1ccc(S(=O)(=O)Nc2ccc(-c3cn4c(C)csc4n3)cc2)cc1
  Pf Dd2 growth: 30.0%
SMILES: O=C1Cc2c(-c3ccccc3)n[nH]c2CN1CCOc1ccccc1
  Pf Dd2 growth: -21.4%[44.1 µM]

New compounds follow
SMILES | Pf Dd2 growth
CCOC(=O)c1cnc2c(C)cccc2c1Nc1ccc(OC(C)C)cc1 | -29.8%
CN1CC(=O)N(C2CCNC2)Cc2c(NCC3CC3)ncnc21 (stereo unspecified) | 5.1%
O=C(O)c1cccc(-c2n[nH]c3c2CC(=O)N(CC2CCOCC2)C3)c1 | 36.2%[activator][44.1 µM]
COC(=O)c1cc2sc(Cl)cc2n1Cc1nc(-c2ccccc2F)oc1C | 8.3%
O=C(c1cc(F)ccc1F)N1CCC(n2cc(-c3nc(C4CC4)no3)nn2)C1 (stereo unspecified) | i
CC(=O)NCCNc1cc(C)c2ccc(Cl)cc2n1 | -11.8%
CN1C(=O)CS(=O)(=O)C12CCN(C(=O)c1ccco1)CC2 | -1.2%
COc1cc2c(cc1OC)CN(C(=O)C[C@@H]1CCNC[C@@H]1Cc1cc(CN3CCCCC3)on1)CC2 | -15.9%
O=C1COCC2(CN(CCC(F)(F)F)C2)CN1Cc1cccc(OC(F)(F)F)c1 | -7.7%[44.1 µM]
COc1ccc(Cn2ccc3nc(C)c(C(=O)Nc4ccc(OC(F)(F)F)cc4)cc3c2=O)cc1 | -8.2%
Cc1ccc(C)c(NC(=O)CSc2ccc3nc(-c4ccccc4)cn3n2)c1 | 20.9%
COc1ccc(NC(=O)c2cc(S(=O)(=O)N3CCCC(C)C3)cn2C)c(OC)c1 (stereo unspecified) | -3.1%
O=C(O)Cn1ccc2cc(OCCc3cccc(-c4ccccc4F)c3)cnc21 | -21.9%[44.1 µM]
O=C(CN1CCCCC1)N1CCCC(N2CCN(Cc3ccc4c(c3)OCO4)CC2)C1 (stereo unspecified) | ?
CCCN1C(=O)C(O)(CC(=O)c2ccc(OC)c(OC)c2)c2ccccc21 (stereo unspecified) | 8.6%
CCCc1nnc([C@H]2CCN(Cc3ccc(C)o3)C2)o1 | -53.3%[44.1 µM]
Cc1ccc2c(c1)c(C(=O)N1CCC3(CCNC(=O)CC3)CC1)nn2C | ?
O=C(CN1C(=O)NC2(CCOCC2)C1=O)NCCc1cccs1 | 25.4%
COc1ccc(CN2CCc3nc(N4CCN(C)CC4)[nH]c(=O)c3CC2)c(OC)c1 | 36.8%[activator][5.79 µM]
CN(C)c1ccc(C(=O)N2CCC(Oc3nccnc3N(C)C)C2)cc1 (stereo unspecified) | ?
COc1ccc(CNc2cc(-c3ccc(OC)cc3)nc3nncn23)cc1 | -19.7%
Cc1cc2cc(-c3c(C)noc3C)nc(-c3ccccc3)c2o1 | ?
O=C(CSc1ncc2c(n1)-c1ccccc1N(Cc1ccc(F)cc1)S2(=O)=O)NCc1ccccc1 | 11.1%
CCOc1ccc(S(=O)(=O)c2cn(Cc3ccccc3)c3ccc(OCC)cc3c2=O)cc1 | ?
COCCNC(=O)[C@@H]1C[C@H](Oc2ccccc2)CN1C(=O)Nc1ccc2c(c1)OCCO2 | 31.4%
CC(C)C(=O)N1CCC2(CC1)OCC(C(=O)NCc1ccc(F)cc1)N2C(=O)c1ccccc1 (stereo unspecified) | -26.1%
CN1CCCCCC(O)c2cc(C(=O)NCCc3ccncc3)ccc21 (stereo unspecified) | ?
Cc1noc(C)c1-c1cc(-c2cccc(F)c2)cn2cncc12 | ?
CCCN1CCC2(CCN([S+](=O)([O-])c3ccccc3)CC2)Oc2ccccc21 | ?
Cc1cccc(CC(=O)NCc2nc3cccnc3n2Cc2ccc(F)cc2)c1 | 1.3%
CC(C)N1CCC(O)(c2csc(CN3CCOCC3)n2)CC1 | 16.1%[44.1 µM]
CN(Cc1cccc(C(F)(F)F)c1)C1CCOc2ccccc21 (stereo unspecified) | i
CCN(CC)c1sc(S(=O)(=O)c2ccccc2)nc1S(=O)(=O)c1ccc(C)cc1 | ?
CCC(CC)c1cc([C@H]2CN3CC[C@H]2C[C@@H]3CNS(=O)(=O)Cc2ccccc2)nc(-c2ccncc2)n1 | -9.0%
CCc1ccccc1NC(=O)N(C)CCc1c(C)nn(C)c1C | 16.1%
c1cnc2nc(C3CCNC3)[nH]c2c1 (stereo unspecified) | 23.7%&21.6%[44.1 µM]
COc1ccccc1OCCCCn1c(-c2ccc(Cl)cc2)nc2ccccc2c1=O | 1.8%
CN(C)C[C@@H]1CN(S(C)(=O)=O)C[C@H]1NC(=O)c1ccc2[nH]ccc2c1 | i
O=C(NCCc1nc(-c2cccnc2)no1)C1NCCc2[nH]cnc21 (stereo unspecified) | 2.6%
CCC(=O)N1CCc2c(C(=O)N3CCN(c4cccc(OC)c4)CC3)cccc21 | -11.7%
COc1ccc(CC(=O)Nc2ccc3n(c2=O)C[C@H]2C[C@@H]3CN(C(=O)Nc3ccc(OC)cc3)C2)cc1 | -18.7%
COc1ccc(Cn2cc(S(=O)(=O)c3ccc(C)cc3)c(=O)c3cc(F)ccc32)cc1 | ?
Cc1ncccc1C(=O)N1CCCCCCNC(=O)[C@@H]2CCC[C@@H]21 | i
CCOc1ccccc1NC(=O)N1c2ccccc2CC1c1nc(C2CC2)no1 (stereo unspecified) | 93.1%[activator][5.79 µM]
Cc1nc2scc(C)n2c(=O)c1S(=O)(=O)N1CCN(c2cccc(C(F)(F)F)c2)CC1 | ?
COC1CN(C2CCN(C(=O)C(C)C)CC2)C12CCOCC2 (stereo unspecified) | -20.8%
O=C(Cn1nc2n(c1=O)CCCC2)Nc1ccc(C(F)(F)F)cc1 | 10.9%
CCOC(=O)CCNC(=O)N1[C@H]2CC[C@@H]1c1cnc(-c3ccccc3)nc1C2 | ?
CCc1ccc(Cc2cnc(NC(=O)c3ccc4c(c3)CC(c3ccccc3)OC4=O)s2)cc1 (stereo unspecified) | -14.6%
COc1ccccc1OCC(=O)c1ccc2c(c1)N(CC(=O)N(C)Cc1ccccc1)C(=O)CO2 | ?
COCCC(=O)N[C@H]1C[C@@H](c2nc(-c3ccc(OC(F)(F)F)cc3)no2)N(C)C1 | -15.9%[44.1 µM]
Cn1c(=O)n(CCCc2ccccc2)c(=O)c2c1nc1n2CCN1c1ccc(F)cc1 | -19.6%
O=C(Cn1cc(S(=O)(=O)Cc2ccccc2F)c2ccccc21)Nc1ccc(F)c(Cl)c1 | i
Cc1c(-c2ccc(Cl)cc2)c(=O)oc2c(CN3CCOCC3)c(O)ccc12 | 5.62µM*
COC(=O)c1cc2oc3ccccc3c2n1Cc1ccccc1Cl | -14.8%
CC1(C(=O)NCc2cccnc2)CN(Cc2ccccc2)Cc2ccc(N3CCOCC3)nc21 (stereo unspecified) | ?
COc1ccccc1CNC(=O)c1cc2c(-c3ccc(Cl)cc3)nn(C)c2s1 | -20.2%
O=C(Nc1ccc(F)cc1F)c1cc2nc(-c3ccco3)cc(C(F)(F)Cl)n2n1 | -3.9%
CC(C)CC(=O)NC[C@@H]1C[C@H](F)CN1C(=O)c1cn(CCN)nn1 | -14.5%
COc1ccc(CCNC(=O)C(C)n2nc(C)c3sc4ccccc4c3c2=O)cc1OC (stereo unspecified) | -20.9%
Carrying on:
SMILES | Pf Dd2 growth
O=C(NC1CCCC1)N1CCC(Cc2nncn2CC2CC2)CC1 | ?
O=C(Nc1cccc(F)c1)N1CCCCCC1c1nc(-c2ccncc2)no1 (stereo unspecified) | i
COc1ccc(NC(=O)c2nn(C)c3c2CS(=O)(=O)c2ccccc2-3)cc1Cl | 15.9%
COc1ccc(CNC(=O)C2=CC(c3cccc(OC)c3)=NS(=O)(=O)N2C)cc1 | 7.9%
COCCS(=O)(=O)c1ncc(CN(C)Cc2ccsc2)n1Cc1ccccc1 | -8.8%
O=C(c1cnccn1)N1CCC2(CC1)N=C(c1ccccc1)NO2 | 82.5%[activator]
CCCC(=O)Nc1nc2c(s1)CC(C(C)(C)C)CC2 (stereo unspecified) | 12.6µM*
CCc1nc(-c2c3n(c(=O)n(CC(=O)Nc4ccc(F)c(Cl)c4)c2=O)CCCC3)no1 | -4.4%
CC(C)NC(=O)CN1C(=O)NC(c2ccc(Cl)cc2)C2=C1COC2=O (stereo unspecified) | ?
CCOc1cccc(-c2noc(-c3ncn4c3COC(c3ccc(F)cc3)C4)n2)c1 (stereo unspecified) | -23.4%
CCc1cccc(NC(=O)CCNS(=O)(=O)c2cccc3nonc23)c1 | i
COc1ccc2c(c1)c1c(c(=O)n(Cc3ccccc3)c(=O)n1Cc1ccccc1)n2C | 29.7%

Compound activity as filed in PubChem.
